High-throughput results deposited in PubChem BioAssay by several laboratories.
Dynein transport: blocks dynein driven cargo transport along microtubules; 3617.4 mouse cells, GR-EGFP nuclear translocation imaging; test concentration mostly 20 µM; stimulated with dexamethasone, 1 µM; stronger effect = lower value; z-score, hits read low; 220,000 compounds, 0.47% hits; AID 1381;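 active = plate z-score of nuclear minus cytoplasmic receptor signal below a set negative limit, without overly bright fluorescence or cell loss, cut at about -3.5 in these data, passing the limit was not always enough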;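 also: z-score of nuclear minus cytoplasmic ring GR-EGFP intensity difference per well; some compounds called inactive have numbers as strong as hits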
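Buffer or medium – tet-free medium with charcoal-stripped serum · Signal – automated 10x imaging of fixed Hoechst-stained cells · Also added – dexamethasone agonist, 1.0 µM final, for 30 min · Incubation – induction 48 h, compound 1 h, agonist 30 min · Read-out – GR-EGFP nuclear translocation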
Myeloid diff 2: promotes myeloid progenitor differentiation | ER-HoxA9 myeloid progenitors, lysozyme-GFP differentiation, flow cytometry | calls only at 10 µM | 360,000 compounds, 1% hits | AID 624256;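 active = normalized GFP-positive differentiation at or above the plate's own cutoff, the solvent-only control mean plus 3 SD; inconclusive = no clear call, values can overlap the other calls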;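 also: cells exposed to compound for four days before flow analysis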
b-catenin transl: beta-catenin nuclear translocation modulation | HeLa beta-catenin nuclear translocation, immunofluorescence imaging | nuclear translocation activity, % at 5 µM | 190,000 compounds, 0.3% hits | AID 1665;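 active = nuclear translocation activity above 50% at 5 µM, with a well cell count of 50 or more; inconclusive = wells under 50 cells across six images, flagged as toxic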;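 also: per-cell ratio of nuclear to cytoplasmic median beta-catenin stain intensity; plate controls were DMSO negative control for no effect and GSK-3 inhibitor IX positive control for full effect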
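Signal – beta-catenin immunofluorescence imaging with DAPI · Test system – human HeLa cell line · Dosing – 5 µM primary single dose, 0.1% DMSO, 0.02–20 µM confirmation series · Measure – % activation, nuclear-to-cytoplasmic median beta-catenin signal ratio per cell · Incubation – 24 h compound exposure at 37°C, 5% CO2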
Hep lipid drop: hepatic lipid droplet formation modulation | AML12 mouse hepatocytes, oleate lipid droplets, BODIPY imaging | 240,000 compounds, 0.4% hits | inhibition, % at 6.5 µM;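 active = lipid droplet intensity inhibited by at least 50%, with more than 500 cells counted; inconclusive = wells with under 300 cells, treated as cytotoxic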
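Test system: AML12 mouse liver cells; schedule: overnight exposure; technique: high-content imaging of BODIPY-stained droplets and DAPI nuclei; read-out: % inhibition of corrected integrated BODIPY droplet signal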
PMI inhibitors: inhibitors of human PMI, primary screen, biochemical, fluorescence intensity, coupled assay (AID 1209); purified PMI enzyme, coupled fluorescence intensity; higher % means a stronger effect; inhibition, % at 20 µM, or IC50 in µM where a hit was titrated; 190,000 compounds, 0.42% hits; in the data active = inhibition above about 50%;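 also: plate controls were DMSO vehicle for no effect and wells lacking substrate for full effect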
TNAP activators: stimulation of alkaline phosphatase TNAP activity – biochemical, luminescent, no phosphate acceptor, uHTS, primary screen (AID 1001). 200,000 compounds, 0.03% hits. activation fold at 20 µM; hits with a dose series show EC50 in µM. purified TNAP, luminescent activation assay, no phosphate acceptor; higher activation fold means a stronger effect; in the data active = activation fold from about 3, or a potency from the dose series; inactive = the rest, 99 in 100 with activation fold below about 1.6; also: many of its hits are not listed in these tables
Ins promoter up: MIN6 insulin promoter up-regulation | MIN6 insulin promoter-GFP reporter, high-content imaging; stronger effect = higher value | z-score at 5 µM | 190,000 compounds, 0.3% hits | AID 1625;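 active = z-score above 3 at 5 µM with at least 500 cells counted in the well; inconclusive = wells under 500 cells, flagged as cytotoxic or low count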
T cell HTS: modulates CD8 T cell binding to vesicles; 330,000 compounds, 0.068% hits; AID 2052; 2C CD8+ T cell-vesicle binding, flow cytometry; stronger effect = lower value; calls only at 7 µM;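 active = response, share of CD8 T cells binding vesicles, and their 90th percentile fluorescence all below set limits, cut at about 80% in these data, passing the limit was not always enough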
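Material: murine 2C transgenic CD8+ T lymphocytes / Also added: QL9-peptide-loaded Drosophila micro-vesicles bearing Ld, ICAM-1 and B7-1 / Schedule: binding step 1.5 h, 37 °C, antibody labelling 20 min, ice / Signal: flow cytometry, PE anti-B7-1 (FL2) versus Alexa647 anti-CD8 (FL8), PFA-fixed / Evaluation: percent CD8+ FL2 mean versus row control / Benchmarks: naked versus QL9-loaded vesicles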
MT stabilizer: microtubule stabilization, imaging screen. HeLa tubulin immunostaining HCS, 24 h; share of cells brighter than vehicle mean+2SD. % tubulin-high responders, % at 10 µM. 200,000 compounds, 0.83% hits. AID 2205;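 active = plate Z-score above 3 for both tubulin-high and condensed-nucleus cell shares, with cell loss under 80%, at 10 µM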;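 also: anti alpha tubulin signal scored within the nucleus-defined area of each cell; some results filed as inactive read as strong as hits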
Dynein transport cytoplasmic EGFP: also measured in Dynein transport; calls as there; z-score; measured here: cytoplasmic GR-EGFP intensity; stronger effect = higher value
Dynein transport nuclear GR-EGFP: further read-out of Dynein transport, marked with its call; z-score; measured here: nuclear GR-EGFP intensity;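 lower value marks the stronger effect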
Dynein transport cell count: also measured in Dynein transport; calls as there; z-score; measured here: cell count per field
Ins promoter up cell count: further read-out of Ins promoter up, marked with its call; cell count; measured here: cytotoxicity, nuclei count;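 total cells summed across four imaged fields per well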
Hep lipid drop cells 6.5 µM: second read-out of Hep lipid drop, no call of its own (marks repeat the call); cell count; measured here: cell count, cytotoxicity flag;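 cells counted across two imaged fields per well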
b-catenin transl cell count 5 µM: further read-out of b-catenin transl, marked with its call; cell count; measured here: cell count, cytotoxicity flag
T cell HTS vesicle-bound %: recorded beside T cell HTS, whose call it bears; double positive events, %; measured here: CD8+ vesicle-bound cell fraction;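 binding gate set so that unloaded-vesicle control wells show 10% double positive cells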
MT stabilizer Hoechst-high %: further read-out of MT stabilizer, marked with its call; % Hoechst-high responders; measured here: nuclear condensation Hoechst responders;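 share of cells brighter than vehicle mean plus two SD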
MT stabilizer cytotoxicity %: also measured in MT stabilizer; calls as there; toxicity, %; measured here: cytotoxicity by cell density;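 0% = mean cell density of plate MIN control wells and 100% = no cells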
Myeloid diff 2 GFP+ MAC1+ %: also measured in Myeloid diff 2; calls as there; GFP+ MAC1+ double positive, %; measured here: differentiation confirmed by MAC1 staining
* hit, by the source's call; i = inactive; ? = inconclusive; · = not tested or not shown; + = active, no number.

Sample of the layout (two entries):
Each structure is followed by: Dynein transport, Dynein transport cytoplasmic EGFP, Dynein transport nuclear GR-EGFP, Dynein transport cell count, Myeloid diff 2, Myeloid diff 2 GFP+ MAC1+ %, b-catenin transl, b-catenin transl cell count 5 µM, Hep lipid drop, Hep lipid drop cells 6.5 µM, PMI inhibitors, TNAP activators, Ins promoter up, Ins promoter up cell count, T cell HTS, T cell HTS vesicle-bound %, MT stabilizer, MT stabilizer Hoechst-high %, MT stabilizer cytotoxicity %
> O=C(Nc1ccc2oc(-c3ccc4ccccc4c3)nc2c1)c1cccs1
→ 0.45, -0.18, 0.89, 0.11, i, 0.5, -2.6, 1264, -10, 776, 8%, 1.1, -1.9, 910, i, 44, 2.6, 1.1, 7.4
> CC(C)(C)c1ccc(S(=O)(=O)N2CCC(O)(c3ccc(Cl)cc3)CC2)cc1
→ -1.3, -0.23, -0.73, 0.99, i, 0.4, 1.6, 1281, 0, 722, ·, ·, -0.3, 1064, i, 29, ·, ·, ·

Main list, previewed entries included:
Each structure is followed by: Dynein transport, Dynein transport cytoplasmic EGFP, Dynein transport nuclear GR-EGFP, Dynein transport cell count, Myeloid diff 2, Myeloid diff 2 GFP+ MAC1+ %, b-catenin transl, b-catenin transl cell count 5 µM, Hep lipid drop, Hep lipid drop cells 6.5 µM, PMI inhibitors, TNAP activators, Ins promoter up, Ins promoter up cell count, T cell HTS, T cell HTS vesicle-bound %, MT stabilizer, MT stabilizer Hoechst-high %, MT stabilizer cytotoxicity %
> O=C(Nc1ccc2oc(-c3ccc4ccccc4c3)nc2c1)c1cccs1
→ 0.45, -0.18, 0.89, 0.11, i, 0.5, -2.6, 1264, -10, 776, 8%, 1.1, -1.9, 910, i, 44, 2.6, 1.1, 7.4
> CC(C)(C)c1ccc(S(=O)(=O)N2CCC(O)(c3ccc(Cl)cc3)CC2)cc1
→ -1.3, -0.23, -0.73, 0.99, i, 0.4, 1.6, 1281, 0, 722, ·, ·, -0.3, 1064, i, 29, ·, ·, ·
> CC(=O)Nc1cccc(N=NN2CCCCC2)c1
→ -1, -0.36, -0.5, 0.6, i, 0.4, 0.5, 1612, -6, 711, 4%, 1.1, -0.39, 1486, i, 14, 2.4, 1.5, 2.8
> CC(C)NC(=O)NC(=O)CSc1ncc(C(F)(F)F)cc1Cl
→ -0.26, -0.21, -0.14, 0.33, i, 0.8, -0.2, 803, ·, ·, 6%, 1.1, 0.64, 1067, i, 23, 1.9, 2.5, 9.1
> O=C1N(Cc2cccnc2)C[C@@H]2C[C@@H](c3ccccc3C(F)(F)F)N3CCC[C@@]123
→ -0.62, -0.25, -0.41, 1.3, i, 0.6, -0.4, 1402, 1, 741, ·, ·, 1.1, 1183, i, 32, ·, ·, ·
> Cc1ccc(C)c(CN2CCCNC2=O)c1
→ -0.98, -0.48, -0.41, 0.95, i, 2.6, -2.3, 1182, -2, 694, -10%, 1, ·, ·, i, 24, 3.5, 1.6, 4.5
> COc1ccc2nc(NC(=O)C3=NN(c4ccccc4)C(=O)CC3)sc2c1
→ -0.0053, -0.27, 0.14, 0.57, i, 0.6, 0.6, 891, -34, 700, 1%, 0.9, -0.48, 1151, i, 49, 2.4, 2.0, 16
> O=[N+]([O-])c1cccc(N=NN(CCO)c2cccc([N+](=O)[O-])c2)c1
→ 0.095, -0.37, 0.0075, -0.024, i, 1.2, 5.3, 1035, -3, 754, 8%, 1, 0.87, 838, i, 33, 1.0, 1.2, 25
> O=C(NCc1ccco1)c1cc([N+](=O)[O-])ccc1N1CCCCC1
→ -0.69, -0.32, -0.61, 0.65, i, 0.4, 2.2, 465, 13, 504, -13%, 1, -0.31, 1191, i, 46, 2.8, 3.4, 7.6
> O=C1CCCC2=C1C(c1cccs1)n1ncnc1N2 (stereo not drawn)
→ 0.44, -0.24, 0.5, -0.98, i, 3.7, -0.8, 1087, 2, 680, 9%, 1.1, -1.1, 1235, i, 30, 3.2, 3.1, 26
> O=C(Oc1cc(-c2ccccc2)no1)c1ccc(Cl)cc1
→ -0.29, -0.12, 0.054, 0.28, i, 0.6, ·, ·, 9, 750, -6%, 1, -0.15, 935, i, 50, 1.5, 2.0, 4.1
> NCCCNC(=O)c1cc2ccccc2[nH]1
→ 0.64, -0.09, 1, -1.3, i, 1.1, -7.9, 950, ·, ·, -9%, 1.1, -0.45, 941, i, 27, 2.0, 4.0, 11
> CC(NC(=O)/C=C/c1ccc(Br)cc1)c1ccccc1 (stereo not drawn)
→ 1.8, -0.25, 0.8, -0.96, i, 0.7, -2.9, 1062, 5, 571, 4%, 1.1, -0.05, 1454, i, 41, 4.6, 4.1, 9.0
> N#Cc1cc(N2CCOCC2)nc2ccccc12
→ 0.2, -0.22, 0.11, 0.03, i, 0.5, 1.4, 1273, -8, 728, ·, ·, -0.31, 1148, i, 34, ·, ·, ·
> C=CCn1c(SCc2nnc(-c3ccccc3)o2)nnc1C(O)c1ccccc1 (stereo not drawn)
→ -0.73, -0.26, -0.42, 1.2, i, 0.7, -0.5, 981, 5, 701, 10%, 1.1, -0.87, 1798, ·, ·, 4.6, 2.5, 4.6
> O=c1c(Cc2c(F)cccc2Cl)c(O)ccn1CCc1c[nH]c2ccccc12
→ 0.31, -0.28, 0.19, 0.35, i, 0.2, -5.7, 1103, 13, 671, -1%, 1.1, -0.37, 1550, i, 31, 1.1, 0.6, 3.3
> Clc1ccccc1Cn1c(/C=C/c2ccco2)nc2ccccc21
→ -0.69, -0.18, -0.46, 0.35, i, 0.5, -0.9, 940, -6, 610, -35%, 1.1, 0.38, 1262, i, 56, 1.6, 3.8, 6.0
> Cc1cnc(NC(=O)/C=C/c2ccc(Br)o2)s1
→ -0.84, 0.084, -0.56, 1.3, i, 0.4, 2.0, 1240, -20, 704, ·, ·, 0.54, 1503, i, 28, ·, ·, ·
> COC(=O)[C@@H](NC(=O)NC1CCN(Cc2ccccc2)CC1)C(C)C
→ 0.035, -0.43, 0.28, -0.27, i, 0.9, -0.6, 1244, ·, ·, 7%, 1, 0.3, 1032, i, 55, 3.8, 3.1, 4.7
> Cc1ccc(NC(=O)CN(C)C(=O)Cn2cc(C(F)(F)F)ccc2=O)cc1
→ 0.45, -0.19, 0.55, -1.1, i, 0.3, -1.7, 1150, -2, 602, 4%, 1, -0.31, 1493, i, 42, 6.8, 3.6, 6.1
> Cc1cccc(N(C)C(=O)c2cc3c(=O)[nH]c4ccc(C)cc4c3s2)c1
→ -0.63, -0.15, 0.11, 0.81, ?, ·, 61*, 369*, 0, 698, ·, ·, -0.64, 642, i, 10, ·, ·, ·
> NS(=O)(=O)c1ccc(CCNC(=O)CN2CCCCC2)cc1
→ -0.34, -0.22, -0.5, 0.33, i, 0.7, -0.1, 1126, -9, 666, -6%, 1, -0.42, 1408, i, 40, 2.2, 1.7, 6.5
> CN(c1cccc(NC(=O)c2cccc([N+](=O)[O-])c2)c1)S(C)(=O)=O
→ -1.2, -0.3, -0.3, 0.92, i, 0.2, 0.0, 1450, 3, 666, 6%, 1, ·, ·, i, 9, 2.5, 1.9, 12
> CCOC(=O)Nc1cccc(C(=O)O)c1
→ -0.21, -0.26, -0.32, -0.032, ·, ·, -1.1, 1249, 6, 737, -3%, 1, 0.41, 1222, i, 37, 3.7, 1.4, 3.5
> CCCC(CCC(=O)Nc1ccc(S(N)(=O)=O)cc1)C(=O)O (stereo not drawn)
→ 0.38, -0.2, 0.31, 0.27, i, 0.9, -2.4, 1169, -2, 690, -4%, 1, ·, ·, i, 23, 1.4, 1.7, 5.5
> CCOC(=O)N1CCC(NCCNC(=O)c2ccccc2Cl)CC1
→ -0.41, -0.21, -0.33, 0.57, i, 0.5, -5.3, 860, ·, ·, 7%, 1.1, 1.8, 1262, i, 31, 1.0, 1.4, 5.6
> COc1ccc(OC)c(-n2c(CN3CCC(C(N)=O)CC3)nc3ccccc3c2=O)c1
→ 2.6, -0.018, 0.79, -1.5, i, 6.1, 0.0, 933, 2, 748, 6%, 1.1, 0.42, 1119, i, 48, 4.1, 2.2, 7.9
> O=C(COc1ccccc1)N/N=C/c1ccc2c(c1)OCO2
→ -1.4, -0.32, -0.7, 1, i, 0.0, 0.1, 1096, -2, 665, 17%, 1, 0.65, 1094, i, 53, 4.5, 1.0, 9.6
> Cc1nn2c(N3CCOCC3)c3c(nc2c1-c1ccccc1)CCCC3
→ 1.6, -0.15, 1.4, -1.4, +, 10*, -1.8, 1198, 12, 540, 7%, 1.1, 0.34, 1775, i, 61, 3.0, 2.3, 4.1
> COc1cc(NC(=O)c2cccc(C)c2)c(OC)cc1NC(=O)CN1CCOCC1
→ 0.85, -0.15, 0.18, 0.22, i, 0.2, 0.0, 1061, 5, 695, -8%, 1, -0.22, 1007, i, 34, 2.4, 2.0, 6.2
